PMI activator – increases human mannose-6-phosphate isomerase activity | 190,000 compounds, 0.005% hits | AID 1214 | activation factor at 20 µM | P34949 | purified human PMI, coupled resazurin fluorescence, 20 min; active compounds read high; 1 = vehicle control, 0 substrate-free wells;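 active = activation factor of 2 or more at 20 µM, relative to plate controls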
PMI act hi M6P – increases human PMI activity with near-saturating mannose 6-phosphate; P34949; coupled PMI enzyme assay, resazurin fluorescence, 20 min; active compounds read high; 1 = untreated enzyme, 0 = substrate-free blank; activation factor at 20 µM; 190,000 compounds, 0.34% hits; AID 1216;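 active = activation factor of 2 or more at 20 µM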
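Test system: Human PMI in coupled enzyme assay | Input: 15 ng/mL PMI | Medium: HEPES-buffered pH 7.4 with magnesium and detergent | Compound: One concentration, 20 µM, in 1% DMSO | Incubation: Enzyme reaction with compound 20 min at room temperature | Detection: Diaphorase-driven resazurin-to-resorufin fluorescence, excitation 544, emission 590 nm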
TR-FRET SRC-2 ct – TR-FRET artefact, counter-screen to PPARgamma/SRC-2 agonist assay | 200,000 compounds, 0.4% hits | TR-FRET ratio at 8 µM | active compounds read high | AID 1049; in the data active = TR-FRET ratio above about 2000; also: inactives centre near 1500
PPARg SRC-2 ag – agonists of SRC-2 recruitment by human PPARgamma | P37231 | PPARgamma LBD-SRC-2 recruitment, biochemical | activation, % at 8 µM | 200,000 compounds, 0.34% hits | AID 1032; in the data active = activation above about 22%;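 also: 0% = vehicle and 100% = reference agonist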
Target sequence (P37231 whole entry, looked up, the tested form may be a part): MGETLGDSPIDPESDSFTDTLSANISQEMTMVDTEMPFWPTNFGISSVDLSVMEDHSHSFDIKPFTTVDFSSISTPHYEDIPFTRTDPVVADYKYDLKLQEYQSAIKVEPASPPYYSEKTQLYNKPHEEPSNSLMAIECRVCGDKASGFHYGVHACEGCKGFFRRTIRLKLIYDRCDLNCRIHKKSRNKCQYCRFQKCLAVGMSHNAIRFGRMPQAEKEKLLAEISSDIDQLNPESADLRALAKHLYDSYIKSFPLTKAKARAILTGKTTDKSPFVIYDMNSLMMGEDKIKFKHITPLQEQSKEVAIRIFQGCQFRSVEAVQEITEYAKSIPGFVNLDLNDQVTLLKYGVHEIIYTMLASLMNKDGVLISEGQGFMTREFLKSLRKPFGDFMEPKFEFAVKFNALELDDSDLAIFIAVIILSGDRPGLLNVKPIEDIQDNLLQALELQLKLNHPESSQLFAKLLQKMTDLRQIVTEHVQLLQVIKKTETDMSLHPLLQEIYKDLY
G6PDH counter – inhibits Leuconostoc G6PDH, flagging false hits in G6PDH-based assays | Purified L. mesenteroides G6PDH, diaphorase/resazurin coupled fluorescence, 45 min | AID 1020 | inhibition, % at 5 µM | 200,000 compounds, 0.12% hits; in the data active = inhibition above about 50%
S1P3 antagonist – blocks the human S1P3 receptor. 170,000 compounds, 0.27% hits. CHO S1P3 NFAT-BLA reporter, FRET fluorescence, antagonist mode. inhibition, % at 4.98 µM;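 active = inhibition above the plate cutoff, the mean inhibition of test wells on that plate plus 3 SD, cut at about 28% in these data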;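 also: cells challenged with S1P at its EC80 of 0.8 µM; blue over green emission ratio from cleaved BLA substrate after 4 h stimulation; 0% = S1P-stimulated wells and 100% = unstimulated DMSO-only wells; some compounds past the cut are filed as inactive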
Diaph inh CS – diaphorase inhibition or chemical oxidation counter-screen | diaphorase resazurin-to-resorufin fluorescence, NADH, 16 min; bacterial (C. kluyveri) enzyme, not human | 190,000 compounds, 0.69% hits | inhibition, % at 20 µM | AID 1217;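 active = primary screen inhibition at 20 µM above a set limit, cut at about 50% in these data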;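 also: plate controls were DMSO with full reaction for no effect and wells lacking NADH for full effect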
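Assay system – diaphorase enzyme from Clostridium kluyveri · Amount – diaphorase 0.14 U/mL (working solution) · Times – reaction incubation of 16 min at room temperature · Controls – No-NADH positive control and DMSO neutral control · Signal – resorufin fluorescence 544/590 nm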
PPARg SRC-3 ag – PPARgamma-driven SRC-3 recruitment agonism; activation, % at 8 µM; biochemical PPARgamma/SRC-3 coactivator recruitment assay; 200,000 compounds, 0.26% hits; in the data active = activation above about 23%;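 also: 0% = DMSO and 100% = reference agonist; some compounds past the cut are filed as inactive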
PPARg SRC-1 ag – promotes SRC-1 coactivator recruitment by human PPARgamma; PPARgamma-SRC-1 coactivator recruitment biochemical assay; activation, % at 8 µM; 200,000 compounds, 0.41% hits; AID 631; in the data active = activation above about 19%;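 also: 0% = DMSO and 100% = reference agonist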
ROMK primary – human ROMK K+ channel modulation, primary screen; 130,000 compounds, 2% hits; AID 1918; Tet-inducible ROMK, thallium flux fluorescence; actives lie on both sides; B-score at 10 µM; P48048;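 active = signal ratio slope over the read window, or its plate-corrected B-score, at least 3 SD from the plate mean, either direction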;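 also: B-score of the F/F0 ratio slope over 7 to 12 s after thallium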
Target sequence (P48048 whole entry, looked up): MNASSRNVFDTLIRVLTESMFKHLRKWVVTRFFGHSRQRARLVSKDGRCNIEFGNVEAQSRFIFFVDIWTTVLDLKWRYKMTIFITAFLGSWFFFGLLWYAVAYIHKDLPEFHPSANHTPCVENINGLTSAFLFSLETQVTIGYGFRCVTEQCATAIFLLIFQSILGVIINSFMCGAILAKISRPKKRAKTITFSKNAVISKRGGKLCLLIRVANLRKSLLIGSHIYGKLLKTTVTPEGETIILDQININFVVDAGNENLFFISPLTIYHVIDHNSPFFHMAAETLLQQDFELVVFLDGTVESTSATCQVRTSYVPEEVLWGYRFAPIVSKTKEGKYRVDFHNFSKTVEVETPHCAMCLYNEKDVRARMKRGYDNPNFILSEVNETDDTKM
Diaph act CS – diaphorase activation or chemical reduction counter-screen. 190,000 compounds, 0.005% hits. activation factor at 20 µM. AID 1229. Diaphorase/resazurin coupled assay, resorufin fluorescence, 16 min; active compounds read high; 1 = vehicle wells, 0 = NADH-free wells;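 active = diaphorase activity raised at least twofold by the compound at 20 µM; inactive = activation factor below 2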
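test system = bacterial diaphorase enzyme (C. kluyveri) | quantity = enzyme 0.07 U/mL final | reagent = NADH substrate 0.114 mM plus resazurin dye 0.1 mM, final | incubation = 16 min enzyme reaction, ambient temperature | buffer or medium = HEPES pH 7.4 buffer with MgCl2 and Tween 20 | signal = fluorescence of resorufin, 544 nm excitation, 590 nm emission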
Starred values were filed as active, the others as inactive; . = no result given; & = joins results of further samples. These rows are one share of the data, so the mix of outcomes need not match the whole.

SMILES	PMI activator	PMI act hi M6P	TR-FRET SRC-2 ct	PPARg SRC-2 ag	G6PDH counter	S1P3 antagonist	Diaph inh CS	PPARg SRC-3 ag	PPARg SRC-1 ag	ROMK primary	Diaph act CS
COc1ccc(CN2CCCC(C(=O)c3ccccc3SC)C2)cc1O (centres undefined)	0.9	0.8	1481	0.7	9.0	7.3	8.3	4.4	-4.7	-0.0542	0.9
CN1CC(C(=O)c2ccc(F)cc2)C(c2c(F)cccc2Cl)C1 (centres undefined)	1	1	1443	-8.0	10.5	-13.9	17.0	-1.1	-2.2	-0.209	0.8
CN(C)C(=O)NC(O)C(Cl)(Cl)Cl (centres undefined)	1.1	1.1	1550	18.2	3.0	.	-1.2	4.4	-0.4	1.74	1
CN1CCN(c2ccc([N+](=O)[O-])c(SCCO)c2)CC1	.	.	1514	0.4	17.1	-17.9	.	5.5	5.8	-0.069	.
CNC(=O)OCc1n(C)cc[n+]1C	0.8	0.8	1385	-5.7	6.2	-3.7	5.2	2.0	7.7	0.647	0.9
Cc1cccnc1-n1c(-c2ccccc2)nc2ccccc2c1=O	1	1	1576	3.2	-1.3	.	6.4	-4.7	0.8	.	0.9
CCN1CCN(c2ccc([N+](=O)[O-])cc2C(=O)OC)CC1	1	1	1665	12.7	8.9	3.5	-15.8	2.7	7.3	-0.729	1.2
CCCCn1c(O)c(C=NC2CCCCC2N)c(=O)[nH]c1=O (centres undefined)	0.9	1	1514	4.5	1.9	-20.9	2.9	0.8	0.5	.	1
Cc1ccc(CC(=O)N2CCN(Cc3ccccc3)CC2)cc1	1	1	1399	5.0	4.5	12.9	-1.7	4.1	-4.3	-0.603	1
CC(C)Oc1cccc(C(=O)C2CCCN(Cc3ccon3)C2)c1 (centres undefined)	0.9	1	1661	4.3	7.0	7.5	25.1	-0.2	15.8	0.609	0.7
CCCC(C)C1(CC)C(=O)NC(=Nc2ccc(OC)cc2)NC1=O (centres undefined)	1	1	1535	3.4	-1.8	9.8	12.7	3.5	8.3	0.0276	0.9
COC(=O)C1=CCCN(C)C1	1.2	1.1	1566	1.7	6.0	-21.3	6.4	0.1	0.3	-0.217	0.9

As a short view, 4 of the compounds above.
SMILES	PMI activator	PMI act hi M6P	TR-FRET SRC-2 ct	PPARg SRC-2 ag	G6PDH counter	S1P3 antagonist	Diaph inh CS	PPARg SRC-3 ag	PPARg SRC-1 ag	ROMK primary	Diaph act CS
Cc1ccc(CC(=O)N2CCN(Cc3ccccc3)CC2)cc1	1	1	1399	5.0	4.5	12.9	-1.7	4.1	-4.3	-0.603	1
CC(C)Oc1cccc(C(=O)C2CCCN(Cc3ccon3)C2)c1 (centres undefined)	0.9	1	1661	4.3	7.0	7.5	25.1	-0.2	15.8	0.609	0.7
CCCC(C)C1(CC)C(=O)NC(=Nc2ccc(OC)cc2)NC1=O (centres undefined)	1	1	1535	3.4	-1.8	9.8	12.7	3.5	8.3	0.0276	0.9
COC(=O)C1=CCCN(C)C1	1.2	1.1	1566	1.7	6.0	-21.3	6.4	0.1	0.3	-0.217	0.9

Some entries already given with just PMI activator and PPARg SRC-1 ag.
SMILES	PMI activator	PPARg SRC-1 ag
COc1ccc(CN2CCCC(C(=O)c3ccccc3SC)C2)cc1O (centres undefined)	0.9	-4.7
Cc1ccc(CC(=O)N2CCN(Cc3ccccc3)CC2)cc1	1	-4.3

Further structures
SMILES	PMI activator	PMI act hi M6P	TR-FRET SRC-2 ct	PPARg SRC-2 ag	G6PDH counter	S1P3 antagonist	Diaph inh CS	PPARg SRC-3 ag	PPARg SRC-1 ag	ROMK primary	Diaph act CS
COc1ccc2c(c1)c(C(=O)CN1CCN(C)CC1)c(C)n2Cc1ccccc1	1.1	1	1465	-2.0	1.4	-39.5	-19.5	0.7	7.2	-3.34	1.2
Cc1ccc(C(=O)n2cc(CCN3CCS(=O)(=O)CC3)c3ccccc32)cc1	1	0.9	1535	-4.4	6.3	.	15.2	-0.2	-1.2	.	0.8
Cc1ccc2c(c1)C1CN(C)CCC1N2C(=O)c1ccco1 (centres undefined)	1	1	1591	7.6	7.9	.	2.7	6.4	5.0	.	1
CCCCN1CCC(C#N)(Nc2ccccc2)CC1	1	0.9	1777	2.5	13.9	-58.0	8.8	0.7	8.8	.	0.9
Cc1ccc(C(=O)N[C@@H](C)CN2C3=NC[C@@H](Cc4ccccc4)N3C[C@H]2Cc2ccc(O)cc2)cc1Br	0.9	1	1626	9.1	9.5	-5.4	-10.9	1.1	13.2	.	1.1
COc1ccc2c3c([nH]c2c1)C(C)=NCC3	1.1	1	1515	-2.1	7.7	13.8	-0.4	2.5	1.2	.	1
CCOC(=O)C1=C(C)OC(N)=C(C#N)C12C(=O)Nc1ccc(C)cc12 (centres undefined)	1.1	1	1646	0.0	7.2	-5.2	2.5	5.4	-2.4	.	1
CN(C)C(Cc1ccc(Cl)cc1)C(=O)c1ccccc1 (centres undefined)	1.1	1.1	1526	3.1	-3.2	-4.9	4.4	4.3	3.2	.	1
NC(=O)Cn1cc(C(=O)c2ccccc2F)c2ccccc21	1.1	1.1	1650	3.1	5.1	-24.6	-5.8	0.8	5.4	-0.826	1.1
COc1ccc(OP(=O)(Nc2ccccc2)Nc2ccccc2)cc1	1.1	1.1	1449	2.0	9.2	.	-15.4	10.2	3.0	-0.16	1.2
CCCCCCn1c(=O)c(C(=O)Nc2ccncc2)c(O)c2ccccc21	0.8	0.9	.	.	11.4	1.1	10.7	.	.	.	0.9
CC1(C)COC(Nc2cccc(Cl)c2)=N1	0.9	0.9	1463	0.1	1.1	.	16.3	-6.5	7.2	.	0.8
NP(=O)(Oc1ccccc1Cl)Oc1ccccc1Cl	1	0.9	1361	-4.6	-2.6	-26.5	18.0	1.6	-6.0	-3.06*	0.8
O=c1[nH]c(=O)n(CCC2=CCCCC2)c(O)c1C=NCc1cccnc1	1	0.9	1845	-0.6	27.3	14.3	4.2	-8.5	2.4	.	1
Cc1cc2c(C(C)C)c(O)c(O)c(C=O)c2c(O)c1-c1c(C)cc2c(C(C)C)c(O)c(O)c(C=O)c2c1O	0.7	0.5	1476&1430	1.0&2.3	27.7	15.4&15.3	64.3*	6.7&-2.9	7.1&2.4	.	0.4
C=Cn1ccnc1P(=S)(c1ccc(Cl)cc1)c1nccn1C=C	1	1	1461	-7.6	1.3	-26.8	6.7	3.9	-0.9	1.7	0.9
CCC(C)NC(=O)c1c(N)n(Cc2ccc3c(c2)OCO3)c2nc3ccccc3nc12 (centres undefined)	0.6	0.4	1579	2.7	27.0	-76.6	30.8	1.2	7.2	0.0339	0.7
COc1ccccc1-n1c(O)c(C=Nc2c(C)n(C)n(-c3ccccc3)c2=O)c(=O)[nH]c1=O	0.9	1	1694	-2.8	0.4	-13.7	12.3	-0.3	-5.8	.	0.9
O=[N+]([O-])NC1=NCN(Cc2ccco2)CN1Cc1ccco1	1	1	1676	12.9	16.9	-10.4	8.0	5.6	0.1	-0.109	0.9
CC[N+](CC)(CC)CCCCCCCCCC[N+](CC)(CC)CC	1	0.9	1435	6.9	1.4	.	12.2	-1.9	-1.9	-0.347	0.9
CCc1ccc(CN2CCCC(C(=O)c3sccc3C)C2)o1 (centres undefined)	1	1	1480	-1.4	6.7	3.7	16.3	-2.4	-3.5	0.688	0.8
CN(C)c1ccc2c(c1)N=C(c1ccco1)OP2(=S)N1CCOCC1 (centres undefined)	0.7	0.6	1708	6.5	2.1	1.3	23.5	9.6	4.9	.	0.8
O=P(O)(O)C#Cc1ccccc1	0.9	1	1577	-3.0	2.1	-39.2	9.0	-3.8	-10.3	.	0.9
COc1ccc(C(CC(=O)N2CCC3(CC2)OCCO3)NS(=O)(=O)c2ccc(OC)cc2)cc1 (centres undefined)	1	1	1459	4.8	2.0	-9.3	5.2	0.3	3.0	-0.454	0.9
Cc1cc(C)c(C2=NOC(O)(C(F)(F)F)C2)c(=O)[nH]1 (centres undefined)	1	0.9	1576	1.1	2.4	-0.9	13.1	0.1	2.9	.	0.9
O=c1[nH]c(=O)n(CCc2ccccc2)c(O)c1C=NCc1ccc2c(c1)OCO2	0.9	0.9	1659	14.0	1.2	.	1.9	3.8	3.2	-0.0405	1
CCCCCCn1c(=O)c(C(=O)Nc2cnccn2)c(O)c2ccccc21	1	1	1724	10.3	8.2	-14.9	-10.1	5.2	-0.6	-0.821	1.1
O=C(c1cc(Br)ccc1Cl)N1CCC2(CC1)OCCO2	1	1	1496	4.6	3.2	-5.0	4.6	2.5	-5.8	.	1
FC(F)(F)c1ccc2c(c1)ncn2C1CCN(Cc2nnnn2C2CCCCC2)CC1	0.9	0.9	1447	4.5	10.7	-16.1	10.8	-8.7	0.0	.	0.9
O=C1NC(=O)C(CCc2ccncc2)(c2ccccc2)C(=O)N1	0.9	1	1615	-1.3	5.6	4.9	8.1	-2.6	0.7	.	0.9
O=C(Cn1cnc2ccccc2c1=O)NCCC(=O)N1CCC2(CC1)OCCO2	1	0.9	1464	-2.4	17.0	.	6.1	-1.0	-6.1	.	0.9
CC(Cc1ccccc1)[n+]1cc(/N=C(\[O-])Nc2ccccc2)on1 (centres undefined)	1	1	1487	-2.8	1.1	.	10.7	-0.4	0.5	0.0619	0.9
COc1ccc2c(c1)CC1(CN2C)C(=O)NC(=O)N(c2ccc(F)cc2)C1=O (centres undefined)	1.1	0.8	1408	-4.3	16.8	22.1	31.9	1.4	-6.3	0.0971	0.7
COc1ccc(OC)c(NC2=NCCCS2)c1	1.1	1.1	1652	10.2	1.0	-23.0	-6.7	0.3	5.6	0.772	1.1
Cc1ccc(Cn2nnnc2CN2CCC(n3nnc4ccccc43)CC2)cc1	1	1	1530	8.7	-1.9	-0.1	17.5	-5.9	7.2	.	0.8
CC(=O)N1N=C(c2cccnc2)CC1c1ccccc1O (centres undefined)	0.9	0.9	1391	-2.5	12.4	0.6	12.7	1.5	0.9	2.33	0.9
Cn1c(O)c(C(c2ccccn2)c2c(O)n(C)c(=S)[nH]c2=O)c(=O)[nH]c1=S	1.1	1.2	1497	3.6	-2.2	.	25.6	0.0	5.7	.	0.7

One compound at a time (already shown). Values in the order: PMI activator, PMI act hi M6P, TR-FRET SRC-2 ct, PPARg SRC-2 ag, G6PDH counter, S1P3 antagonist, Diaph inh CS, PPARg SRC-3 ag, PPARg SRC-1 ag, ROMK primary, Diaph act CS
COc1ccc2c(c1)CC1(CN2C)C(=O)NC(=O)N(c2ccc(F)cc2)C1=O (centres undefined) reads 1.1, 0.8, 1408, -4.3, 16.8, 22.1, 31.9, 1.4, -6.3, 0.0971, 0.7
CN(C)C(=O)NC(O)C(Cl)(Cl)Cl (centres undefined) reads 1.1, 1.1, 1550, 18.2, 3.0, ., -1.2, 4.4, -0.4, 1.74, 1
